# SSB-PriA inh – K. pneumoniae PriA-SSBct interaction inhibition. AlphaScreen SSBct-PriA binding, biotinylated peptide. inhibition, % at 33 µM. 430,000 compounds, 0.6% hits. AID 1272365; in the data active means inhibition mostly above about 37%, no sharp cut-off; inactive means mostly below about 20%;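 further: plate controls were negative control peptide for no effect and reference peptide for full effect; strong numbers were not always called active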
# MazF activator – activators of E. coli MazEF toxin-antitoxin RNase | P0AE70 | 350,000 compounds, 0.32% hits | FAM/BHQ RNA-DNA oligo cleavage fluorescence, 5 h | activation, % at 20 µM; in the data active means activation above about 50%
# Target sequence (P0AE70 whole entry, looked up): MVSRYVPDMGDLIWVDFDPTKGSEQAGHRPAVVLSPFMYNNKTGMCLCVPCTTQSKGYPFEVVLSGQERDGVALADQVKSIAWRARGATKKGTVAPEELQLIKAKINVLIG
# VHR inh abs – blocks human VHR1 dual specificity phosphatase | AID 1654 | inhibition, % at 13.3 µM | recombinant VHR phosphatase, pNPP absorbance | 290,000 compounds, 0.52% hits; in the data active means inhibition above about 50%; further: some compounds called inactive have numbers as strong as hits
# Target sequence (P51452 whole entry, looked up): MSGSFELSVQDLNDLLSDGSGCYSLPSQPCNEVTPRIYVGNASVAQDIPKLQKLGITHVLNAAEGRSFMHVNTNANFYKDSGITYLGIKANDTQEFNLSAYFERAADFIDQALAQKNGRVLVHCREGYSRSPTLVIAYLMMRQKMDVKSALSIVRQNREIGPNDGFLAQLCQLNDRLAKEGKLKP
# 3CLpro inhibitor – SARS-CoV 3CLpro protease inhibition; recombinant SARS-CoV 3CLpro, quenched FRET peptide cleavage; AID 1706; 290,000 compounds, 0.14% hits; inhibition, % at 6 µM; P0C6X7; in the data active means inhibition above about 12%
# BoNT-F LC inh – inhibitors of Botulinum neurotoxin F light chain protease; 360,000 compounds, 0.22% hits; Multiplex microsphere protease cleavage assay, flow cytometry; inhibition, % at 10 µM; in the data active means inhibition above about 35%, passing the limit was not always enough; inconclusive means no clear call, values can overlap the other calls; further: plate controls were buffer without enzyme for full effect and enzyme alone for no effect
# Rv3671c inh – inhibits the M. tuberculosis serine protease Rv3671c; inhibition, % at 5.96 µM; 320,000 compounds, 0.048% hits; AID 2606; in the data active means inhibition above about 38%;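 further: extracellular domain of Rv3671c used as enzyme; 0% = enzyme with DMSO and 100% = no enzyme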
# Target sequence (P9WHR9 whole entry, looked up, the tested form may be a part): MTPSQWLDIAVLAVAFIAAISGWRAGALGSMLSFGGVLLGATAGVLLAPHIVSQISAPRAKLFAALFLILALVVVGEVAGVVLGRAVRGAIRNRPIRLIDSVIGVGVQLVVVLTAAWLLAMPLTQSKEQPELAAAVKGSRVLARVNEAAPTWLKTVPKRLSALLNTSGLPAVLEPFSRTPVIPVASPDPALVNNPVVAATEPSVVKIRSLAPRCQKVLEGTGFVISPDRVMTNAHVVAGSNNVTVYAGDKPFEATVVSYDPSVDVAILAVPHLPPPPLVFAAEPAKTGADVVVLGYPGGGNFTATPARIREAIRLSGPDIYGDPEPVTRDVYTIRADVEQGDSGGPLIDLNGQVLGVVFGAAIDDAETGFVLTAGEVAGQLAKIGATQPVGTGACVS
# CCHF vOTU inh – blocks the CCHF virus ovarian tumor domain protease | inhibition, % at 11.5 µM | CCHFV vOTU protease, Pep-AMC fluorescence | 370,000 compounds, 0.55% hits | AID 651958; in the data active means inhibition above about 30%; further: 0% = vehicle wells with enzyme and 100% = no enzyme wells
# BoNT-A LC inh2 – blocks Botulinum neurotoxin A light chain protease; multiplex microsphere protease substrate cleavage, flow cytometry; inhibition, % at 10 µM; 360,000 compounds, 0.17% hits; AID 588499; further: plate controls were buffer without enzyme for full effect and enzyme alone for no effect
# Anthrax LF prot – blocks Bacillus anthracis lethal factor protease; 360,000 compounds, 0.12% hits; inhibition, % at 10 µM; multiplex microsphere protease cleavage assay, LF; AID 588501; further: plate controls were buffer without enzyme for full effect and enzyme alone for no effect
# PrPC TRFRET – cell surface PrPC inhibition, primary TR-FRET screen. TR-FRET read-out. inhibition, % at 13.8 µM. 370,000 compounds, 0.43% hits. AID 720596; in the data active means inhibition above about 24%; further: 0% = median of the test wells and 100% = reference compound wells
# Active calls of the source: *; ? = inconclusive; . = not tested or not shown. Unless noted, no stated cut-off is given here; in the data, active means inhibition above about 30%; inconclusive means no clear call, values can overlap the other calls; inactive means below that.
SMILES,SSB-PriA inh,MazF activator,VHR inh abs,3CLpro inhibitor,BoNT-F LC inh,Rv3671c inh,CCHF vOTU inh,BoNT-A LC inh2,Anthrax LF prot,PrPC TRFRET
CCN1CCCC(NC(=O)c2cc([N+](=O)[O-])ccc2OC)C1 (centres undefined),0,0,-4,6,-5,-5,8,-0.8,-6,-16
CCOc1ccc(CCNS(=O)(=O)c2ccc3c(c2)oc(=O)n3C)cc1OCC,-4,3,-10,7,0,-1,-5,-1.1,-1,-4
O=C(C[n+]1cc(Br)cc2ccccc21)c1ccc(Br)cc1,7,15,-23,3,-1,3,3,120*,45*,-5
CC(C)N(CC#CCC(O)(c1ccccc1)c1ccccc1)C(C)C,-2,0,2,-4,8,-8,-10,-0.7,-3,-4
O=C(NC1CCCCC1)c1ccc(S(=O)(=O)N2CCCC2)cc1,-10,-2,27,1,-4,-11,-19,?,-2,1
Cn1ccs/c1=N\S(=O)(=O)c1ccc(C(C)(C)C)cc1,.,-9,30,7,-6,4,5,1.6,6,7
CSCCC(NC(=O)c1ccccc1Br)C(=O)NCC(C)(C)N1CCOCC1 (centres undefined),-6,2,.,.,0,9,-6,1.0,2,0
CCNc1nc(NCC)n2c(SC(C(=O)Nc3cc(C)ccc3OC)c3ccccc3)nnc2n1 (centres undefined),6,2,11,-5,15,1,22,2.0,6,-3
COc1ccc(C(=O)COC(=O)c2cccnc2Cl)c(OC)c1,-37,-3,10,1,-7,8,-6,0.3,-1,2
CC1(C)Cc2c(c(-c3ccco3)nc3sc4c(NCC5CCCO5)ncnc4c23)CO1 (centres undefined),3,-3,15,3,-2,-2,-7,1.8,0,0
Clc1ccc(CN2CC[C@H]3C=CCc4cccc(c43)C2)cc1,5,-4,.,.,4,-20,-1,-0.1,-7,3
O=C(OCC(=O)N1CCN(c2ccccc2)CC1)c1ccc2ncsc2c1,-2,11,28,4,-27,-7,19,-0.5,-10,-2
CCC(C)NS(=O)(=O)c1ccc(NC(=O)c2ccc([N+](=O)[O-])cc2Cl)cc1 (centres undefined),6,6,9,-2,-6,3,-3,-1.3,-1,-21
COc1cccc(CN(C)C(=O)C(Cc2ccccc2)NC(=O)c2ccccc2)c1OC (centres undefined),-14,-3,.,.,8,2,9,-0.2,4,15
CC1CN(C2CCN(C(=O)COc3ccc(Cl)cc3)CC2)CC(C)O1 (centres undefined),5,9,-21,3,-11,1,5,0.1,-2,3
COc1ccc(S(=O)(=O)N(C)C[C@H]2Oc3c(NC(=O)c4ccncc4)cccc3C(=O)N([C@H](C)CO)C[C@@H]2C)cc1,-18,5,.,.,12,2,-9,-0.2,-5,2
Cc1ccc(C)c(-n2nnnc2Sc2nc([N+](=O)[O-])nn2C)c1,-6,-14,34,3,0,-4,4,0.5,6,-16
O=C(N[C@@H](Cc1ccccc1)c1nc2ccccc2[nH]1)c1cc([N+](=O)[O-])ccc1Cl,10,5,0,-1,-2,1,-7,0.6,-2,-14
COc1cc(/C=N/NC(=O)c2cc(-c3cccc(Br)c3)nc3ccccc23)cc(OC)c1O,.,9,.,.,.,1,1,.,.,-5
COc1ccc(C(=O)NNC(=O)CCC(=O)Nc2cc(C)on2)cc1,14,-6,-8,1,-3,-8,-5,-0.1,-1,5
CC(/C=N/NC(=O)c1ccccc1C)=C\c1ccccc1,.,1,.,.,4,-4,1,0.4,4,3
CC(=O)c1cc(-c2ccccc2)n(CC(=O)N2CCCC2)c1C,-6,0,6,3,-3,1,3,0.2,-3,-1
CC(=O)c1c(C)oc2ccc(N(C(C)=O)S(=O)(=O)c3ccc(Cl)c([N+](=O)[O-])c3)cc12,-6,6,-1,3,-30,0,-4,-1.1,-1,7
CCCS(=O)(=O)NC(=O)C1(C)CCN(C(=O)c2cc(F)ccc2C)C1 (centres undefined),.,.,.,.,0,.,16,0.5,-3,1
Cc1[nH]nc(SCC(=O)NC(C)c2ccccc2)c1[N+](=O)[O-] (centres undefined),5,2,-10,1,-10,4,-13,-0.2,1,7
# (listing goes on)
SMILES,SSB-PriA inh,MazF activator,VHR inh abs,3CLpro inhibitor,BoNT-F LC inh,Rv3671c inh,CCHF vOTU inh,BoNT-A LC inh2,Anthrax LF prot,PrPC TRFRET
COC(=O)c1ccc(COC(=O)CCNS(=O)(=O)c2ccc(C)c(C)c2)cc1,-12,-4,.,.,.,.,11,.,.,-3
Cc1ccc(C(c2nnnn2CCc2ccccc2)N2CCC(C)CC2)cc1 (centres undefined),-25,5,-10,4,-7,2,19,-0.7,0,14
CC1(C(O)(C#CC[N+]2(C)CCCCC2)c2ccccc2)CCCC1 (centres undefined),-17,2,8,2,-5,1,-18,-1.7,2,7
OCc1ccccc1CNCc1ccccc1,-4,5,-21,1,-3,11,2,1.0,0,-2
COc1ccc(C(C)=O)cc1COC(=O)Cc1n[nH]c(=O)c2ccccc12,-9,-3,-18,-3,-18,-10,-5,?,-4,-6
CC(C)=CC(=O)N1CC[C@@H](N2CCN(c3ccccc3F)CC2)[C@H](O)C1,5,9,0,-1,-3,-5,-14,-0.8,12,1
COc1ccc(/C=C2/C(=O)N(c3c(F)c(F)c(F)c(F)c3F)N=C2C)cc1,-10,4,4,1,2,-55,-2,-1.6,-4,3
O=S(=O)(Nc1ccc(-n2cnnn2)cc1)c1ccc(F)c(F)c1F,-1,2,17,0,2,-5,11,0.6,-6,-1
O=C1C=C(c2ccccc2)CC(c2ccc(F)cc2)C1 (centres undefined),-35,2,.,.,6,-4,-3,0.1,3,-1
CCCCN1CCNC[C@@H]1Cc1ccc(O)cc1,-12,-13,.,.,-7,4,5,-1.4,0,2
O=C(O)C1C2CCC(O2)C1C(=O)Nc1cccc(Cl)c1 (centres undefined),-4,-5,-6,-1,?,0,9,-0.3,26,9
C=CC[C@@H](CC(=O)OC(C)(C)C)C(=O)OC[C@H]1CCCN1C(=O)[C@@H](CC=C)CC(=O)N[C@H](CO)Cc1ccccc1,6,9,.,.,8,-1,10,0.6,1,-10
Cc1c(C)n(C(=O)CSc2nc3ccccc3[nH]2)c2ccccc12,-8,0,47,-5,-14,-3,8,-0.6,-2,4
CCOC(=O)C1=C(O)CSC1=Nc1ccc(C)cc1,-5,3,-10,-1,0,-4,-3,-0.6,1,1
COc1cc(NC(=S)NCCCN(C)C)c(OC)cc1NC(=O)c1ccco1,-4,5,-1,-1,-6,-1,4,-0.4,5,-3
O=C(O)C1C2CC2CN1C(=O)c1ccc(Cl)cc1Cl (centres undefined),-16,6,21,-1,8,-5,4,-0.2,3,-4
COc1cccc(CC(=O)Nc2ccccc2C(=O)N2CCOCC2)c1,-16,5,-2,-2,0,-7,-20,0.1,0,6
CCOC(=O)C1=C(C)NC(=O)NC1c1ccc(N(C)C)cc1 (centres undefined),7,7,8,3,-9,.,9,0.5,-6,6
CC1CCN(S(=O)(=O)c2cccc(C(=O)NC3CCCCC3)c2)CC1,6,-24,8,2,15,-10,-7,0.5,3,2
CCc1cccc(NS(=O)(=O)c2c(C)[nH]c(=O)[nH]c2=O)c1,-3,12,-8,-1,-5,.,-9,-3.1,-4,1
O=C(O)CCCC(=O)NCc1c(Cl)cccc1Sc1ccc(Cl)cc1,-9,-8,9,0,-12,-3,1,2.4,?,8
COc1cccc(NC(=O)CC2(CC(=O)O)CCCC2)c1,-14,-4,13,-1,-8,1,-5,0.0,-6,4
COc1cccc(N2C(=O)[C@H]3C(C(=O)c4cnccn4)=NN[C@H]3C2=O)c1,-8,-61,11,3,14,12,9,0.4,4,8
COc1cccc(CNC(=O)c2ccc(NC(=O)C3=CSCCO3)cc2)c1,-19,-21,6,-1,2,61*,2,1.6,-2,-5
CCOc1cc(C(=O)NC(C)COC)cc(OCC)c1OCC (centres undefined),-12,6,32,4,4,-2,-8,-0.2,-4,-3

# Full records as entered above. Order of screens: SSB-PriA inh | MazF activator | VHR inh abs | 3CLpro inhibitor | BoNT-F LC inh | Rv3671c inh | CCHF vOTU inh | BoNT-A LC inh2 | Anthrax LF prot | PrPC TRFRET
# `CCOC(=O)C1=C(O)CSC1=Nc1ccc(C)cc1` as listed: -5 | 3 | -10 | -1 | 0 | -4 | -3 | -0.6 | 1 | 1
# `O=C(O)C1C2CC2CN1C(=O)c1ccc(Cl)cc1Cl` (centres undefined) as listed: -16 | 6 | 21 | -1 | 8 | -5 | 4 | -0.2 | 3 | -4
# `COc1cccc(NC(=O)CC2(CC(=O)O)CCCC2)c1` as listed: -14 | -4 | 13 | -1 | -8 | 1 | -5 | 0.0 | -6 | 4
# `OCc1ccccc1CNCc1ccccc1` as listed: -4 | 5 | -21 | 1 | -3 | 11 | 2 | 1.0 | 0 | -2
# `COc1cccc(N2C(=O)[C@H]3C(C(=O)c4cnccn4)=NN[C@H]3C2=O)c1` as listed: -8 | -61 | 11 | 3 | 14 | 12 | 9 | 0.4 | 4 | 8

# Further entries follow:
SMILES,SSB-PriA inh,MazF activator,VHR inh abs,3CLpro inhibitor,BoNT-F LC inh,Rv3671c inh,CCHF vOTU inh,BoNT-A LC inh2,Anthrax LF prot,PrPC TRFRET
Cc1nn(CC(=O)NC(C)c2ccccc2)c(C)c1[N+](=O)[O-] (centres undefined),-8,6,35,5,-4,-2,2,-0.4,-2,0
O=C(Cc1ccc(Cl)cc1)NC1CCCN(Cc2ccccc2F)C1 (centres undefined),-11,-5,18,-5,19,-2,0,-0.5,7,11
CCOc1ccccc1C(=O)NCC(=O)OCCOc1cccc(Cl)c1,-6,5,19,5,-6,0,10,1.3,-1,0
CC(C)(C)c1nnc(NC(=O)c2ccc3c(c2)OCO3)s1,6,4,39,-8,-4,-4,-3,-1.9,1,4
O=C(O)C1CC(Br)C(Br)CC1C(=O)O (centres undefined),.,7,.,.,7,.,-14,0.0,-2,7
Cc1ccc(Sc2nc(-c3ccccc3)ccc2C#N)cc1,5,3,10,4,-5,-1,-1,-0.4,2,-5
Cc1ccc(NS(=O)(=O)c2ccccc2[N+](=O)[O-])cc1C,12,2,11,3,6,1,-3,0.2,1,-3
C[C@H](NC(=O)OC(C)(C)C)c1nnc(SCC(N)=O)o1,-10,-2,14,-5,4,-2,-1,-0.1,6,6
CCC(C)(C)n1nnnc1C(C(C)C)N1CCSCC1 (centres undefined),0,-9,32,-3,2,3,-14,-0.4,-2,4
COc1cccc(C2SCC(=O)N2c2cccc(C)c2)c1OC (centres undefined),-18,8,-5,-8,0,0,-9,-0.3,0,-2
CN(Cc1c(C(=O)N/N=C/c2cccs2)nnn1-c1nonc1N)c1ccccc1,.,9,-27,2,3,0,6,0.7,-3,4
O=C(NCc1ccco1)C(c1cccs1)N(C(=O)C1COc2ccccc2O1)c1cccc(O)c1 (centres undefined),5,-10,-8,3,0,-3,2,1.4,-6,7
CC(C)=CCc1c(O)cc2c(c1O)C(=O)CC(c1ccc(O)cc1)O2 (centres undefined),-3,-5,10,.,1,-40,10,0.0,-5,6
CCC(CC)C(=O)c1c[nH]c(C(=O)N2CCN(c3ccc(OC)cc3)CC2)c1,2,-3,13,4,-10,4,-13,-1.7,-9,0
COc1ccc(C(=O)COC(=O)CNC(=O)c2cccc(OC(F)F)c2)cc1,-3,4,10,-3,-1,1,4,0.3,0,6
CCOc1ccc(/C=C/C2=NNC(=O)CC2)cc1,0,3,-8,3,-2,-10,16,-0.7,2,-3
CCCCOC(=O)Nc1ccc(S(=O)(=O)Nc2ccc([N+](=O)[O-])cc2)cc1,10,-2,-13,9,-9,-16,12,-2.4,-3,-7
COc1ccc(NC(=O)CSc2ccc3c4c(cccc24)C(=O)c2ccccc2-3)cc1,-13,-188,27,-2,8,5,-3,23,14,2
CC1CCN(CCCn2c(=S)[nH]c3ccc(N4CCOCC4)cc3c2=O)CC1,-2,5,35,-7,-3,-10,0,-1.9,-1,-10
C[C@H]1CN([C@@H](C)CO)C(=O)CCCn2nncc2CO[C@H]1CN(C)C(=O)Nc1ccnc(N2CCOCC2)c1,.,6,.,.,-2,.,9,0.2,2,3
CCC(=O)N1CCc2cc(S(=O)(=O)Nc3ccccc3C)ccc21,-10,-4,10,2,8,-9,-6,1.6,-10,7

# High-throughput results as filed in PubChem BioAssay.

# Only part of the results is shown; the hit share may differ from the screen's.
